High-throughput results (PubChem)
TSHR antagonist: Antagonists of the Thyroid Stimulating Hormone Receptor: HTS campaign | Thyrotropin receptor (Homo sapiens), P16473 | TSHR-expressing cells, TSH-stimulated cAMP HTRF, 2 h; hits give low values | activity change, negative = inhibition, % at 11.5 µM | hit rate 0.2% among 330,000;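 active = activity change below a set negative limit, meaning inhibition stronger than a set level, cut at about -70% in these data; inconclusive = activity change between two set negative limits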; also: % is scaled to controls: 0 for no effect and ±100 for the full control effect
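Read-out is FRET at 665 nm (cryptate excitation 337 nm) from a cryptate-tagged anti-cAMP antibody, competed by cell cAMP against cAMP-d2. Compounds are tested on freshly harvested TSHR cells challenged with 4nM TSH (EC80) for 2 hours at 37 deg C.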
USP2a inh: qHTS Assay for Inhibitors of Ubiquitin-specific Protease USP2a Using CHOP2 as the Reporter | Potency, µM (highest dose often 38.3 µM), inactives show at the highest dose activity change, negative = inhibition, usual class: inhibitors | hit rate 0.01% among 330,000 | USP2 core, Ub-CHOP2 coupled fluorogenic reporter, 485/531 | Ubiquitin carboxyl-terminal hydrolase 2 (Homo sapiens), O75604 | AID 463254, 2010;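 also: potency is read from the fitted curve at half-maximal effect; plate controls were DMSO wells for no effect and full inhibition by NEM control for full effect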
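USP2 core (10nM final) preincubated 30min RT with compound in 20mM Tris-HCl pH 8.0, 2mM CaCl2, 2mM beta-mercaptoethanol, 0.05% CHAPS; 25nM Ub-CHOP2 plus 25nM reporter substrate added, fluorescence (Ex485/Em531) read after 60min.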
KCNH2 WT inh: qHTS for Inhibitors of KCHN2 3.1: Wildtype qHTS | Voltage-gated inwardly rectifying potassium channel KCNH2 (Homo sapiens), Q12809 | hit rate 0.37% among 340,000 | U2OS, BacMam KCNH2, thallium flux FluxOr; hits give low values | activity change, % at 1.84 µM;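 active = maximum activity change below -70%; inconclusive = maximum activity change between -70% and -50%; inactive = maximum activity change above -50%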; also: % is scaled to controls: 0 for no effect and ±100 for the full control effect
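U2OS cells were transduced with wild-type KCNH2 virus (2.03 x 10^8 / mL) for 4 h at room temperature, then cultured overnight at 37 C. Thallium flux was read with FluxOr dye. Rate constants were normalized to DMSO controls.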
GALK inhibitor: qHTS Assay for Inhibitors of Human Galactokinase (GALK); P51570; Purified GALK, Kinase-Glo residual ATP luminescence; Potency, µM (doses to about 57.5 µM), for inactives: at the top dose activity change, negative = inhibition, actives largely listed as inhibitors; hit rate 0.007% among 270,000; AID 1868, 2009; also: potency is read from the fitted curve at half-maximal effect; % is scaled to controls: 0 for no effect and ±100 for the full control effect
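Quantitative HTS: GALK 5 nM, ATP 35 uM, galactose 100 uM, 1 h room temperature, then luciferase-based ATP detection.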
Eya2 inh: qHTS Assay for Inhibitors of the Phosphatase Activity of Eya2; hit rate 0.006% among 330,000; Potency, µM (highest dose often 76.9 µM), inactives show top-dose activity, negative = inhibition, most hits filed as inhibitors; recombinant Eya2, OMFP fluorescence dephosphorylation (OMFP is methylfluorescein phosphate); Protein phosphatase EYA2 (Homo sapiens), O00167; also: potency is read from the fitted curve at half-maximal effect; % is scaled to controls: 0 for no effect and ±100 for the full control effect
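Eya2 protein (added as 0.2 uM solution) was preincubated with compound for 10 min at ambient temperature in 50 mM HEPES pH 7.5, 50 mM NaCl, 5 uM MgCl2, 0.05% BSA, 1 mM DTT. OMFP (added at 50 uM) then reacted 10 min; fluorescence read at 485/525 nm.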
ASM inhibitor: Inhibitors of Secretory Acid Sphingomyelinase (S-ASM): qHTS | Sphingomyelin phosphodiesterase (Homo sapiens), P17405 | placental ASM, HMU-PC fluorogenic substrate, 60 min | Potency, µM (top dose mostly 57.5 µM), without a hit: at the top dose activity change, negative = inhibition, actives largely listed as inhibitors | hit rate 0.006% among 340,000 | AID 504937, 2011; also: potency is read from the fitted curve at half-maximal effect
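qHTS format. ASM enzyme prepared from human placenta hydrolyses the fluorogenic substrate HMU-PC0 (9 uM final) over 60 min at 37 °C after a 10 min compound preincubation.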
PKM2 activator: qHTS Assay for Activators of Human Muscle isoform 2 Pyruvate Kinase; Pyruvate kinase PKM (Homo sapiens), P14618; purified PKM2, Kinase-Glo ATP luminescence, activation; response scale: 0% is enzyme alone, no compound; Potency, µM (titrated, usually from 57.5 µM), for the others: top-dose activation, usual class: activators; hit rate 0.34% among 260,000; AID 1631, 2009; also: potency is read from the fitted curve at half-maximal effect; % is scaled to controls: 0 for no effect and ±100 for the full control effect; nearly all actives have a fitted effect of over 55% in size
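hPK-M2, >95% pure; 0.1 mM ADP / 0.5 mM PEP final; imidazole pH7.2 buffer w/ 7 mM MgCl2, 50 mM KCl; 1 h RT; Kinase-Glo lum. Intermediate enzyme activity for dual inhibitor/activator qHTS.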
Mito fusion act: qHTS Assay for Small Molecule Inhibitors of Mitochondrial Division or Activators of Mitochondrial Fusion; S. cerevisiae fusion-defective mutant growth rescue, CellTiterGlo 48 h; Potency, µM (series often up to 46.1 µM), without a hit: at the top dose growth rescue (activation), most hits filed as activators; hit rate 0.23% among 320,000;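 also: potency is read from the fitted curve at half-maximal effect; % of control where 0% means no effect; nearly all actives have a fitted effect of over 45% in size; temperature-sensitive fusion mutants such as fzo1-1 at 37 °C on non-fermentable ethanol glycerol medium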
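Yeast fusion mutant, YPEG (non-fermentable carbon), compound, 48 h at 37C non-permissive; CellTiterGlo added, 10 min RT, luminescence read. Rescued growth = division inhibition.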
BCR signal inh: qHTS Assay to Find Inhibitors of Chronic Active B-Cell Receptor Signaling; ABC-DLBCL IkBa-CBG/CBR reporter, luminescence ratio, 4 h; hit rate 0.05% among 340,000; AID 493014, 2011; Potency, µM (series often up to 46.1 µM), for inactives: top-dose ratio change, negative = lower green/red ratio, most hits filed as inhibitors; active = well fitted inhibition curve with a large enough effect in the signal ratio, with a control signal flat, not every such curve was filed as active; inconclusive = small, poorly fitted or top-dose-only effect, or effect the other way, or a change in a side signal; the % refers to the signal ratio;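 also: potency is read from the fitted curve at half-maximal effect; plate controls were basal doxycycline-induced cells for no effect and cells given 10 µM MG132 for full effect; MG132 reads +100%, hits lower the ratio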
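TMD8 human ABC-DLBCL cells with doxycycline-inducible IκBα–green luciferase fusion and unfused red luciferase, in 0.5% FBS medium; compounds up to 46 uM, 4 h at 37C. Green/red luminescence ratio, filter-overlap corrected, fitted to concentration-response curves.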
MBNL1 CUG block: qHTS Assay for Inhibitors of MBNL1-poly(CUG) RNA binding; Muscleblind-like protein 1 (Homo sapiens), Q9NR56; TR-FRET MBNL1-His/biotin-(CUG)12 binding, 665/545 ratio; Potency, µM (highest dose often 57.5 µM), without a hit: at the highest dose activity change, negative = inhibition, most hits filed as inhibitors; hit rate 0.036% among 280,000; AID 2675, 2010; active = well fitted inhibition curve with a large enough effect in the signal ratio, with a control signal flat, not every such curve was filed as active; inconclusive = small, poorly fitted or top-dose-only effect, or effect the other way, or a change in a side signal; inactive = no such curve, though single readings can be large or run the other way; the % refers to the signal ratio; also: potency is read from the fitted curve at half-maximal effect; % is scaled to controls: 0 for no effect and ±100 for the full control effect
Target sequence (Q9NR56 whole entry, looked up): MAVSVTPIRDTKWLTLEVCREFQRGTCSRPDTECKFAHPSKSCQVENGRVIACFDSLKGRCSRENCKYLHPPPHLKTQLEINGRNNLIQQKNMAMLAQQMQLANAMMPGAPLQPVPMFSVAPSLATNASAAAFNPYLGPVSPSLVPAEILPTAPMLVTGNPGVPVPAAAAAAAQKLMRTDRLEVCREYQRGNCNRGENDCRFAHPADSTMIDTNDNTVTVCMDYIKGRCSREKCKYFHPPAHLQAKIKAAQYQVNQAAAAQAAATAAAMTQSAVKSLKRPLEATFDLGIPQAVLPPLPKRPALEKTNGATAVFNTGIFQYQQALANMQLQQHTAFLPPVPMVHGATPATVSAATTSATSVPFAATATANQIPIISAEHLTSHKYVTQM
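Compound titration spanned 92 nM–58 uM against the MBNL1-His/biotin-(CUG)12 complex. After 60 min at room temperature with 5 nM streptavidin-XL665 and 0.055 ng/ul terbium anti-His, ratiometric 665/545 nm emission (Ex 340 nm) normalized to controls.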
Menin MLL FP TR: qHTS Assay for Inhibitors Targeting the Menin-MLL Interaction in MLL Related Leukemias: Competition With Texas Red Labeled MLL-derived Mutant Peptide; Menin + Texas Red MLL mutant peptide, fluorescence polarization; hit rate 0.23% among 270,000; Potency, µM (doses to about 61.6 µM), for inactives: top-dose FP activity change, negative = inhibition, usual class: inhibitors; AID 1768, 2009; active = well fitted inhibition curve with a large enough effect in the polarisation, with a control signal flat, not every such curve was filed as active; inconclusive = small, poorly fitted or top-dose-only effect, or effect the other way, or a change in a side signal; inactive = no such curve, though single readings can be large or run the other way; the % refers to the polarisation; also: potency is read from the fitted curve at half-maximal effect; % of control where 0% means no effect; many of its hits are not listed in these tables
Target sequence (O00255 whole entry, looked up): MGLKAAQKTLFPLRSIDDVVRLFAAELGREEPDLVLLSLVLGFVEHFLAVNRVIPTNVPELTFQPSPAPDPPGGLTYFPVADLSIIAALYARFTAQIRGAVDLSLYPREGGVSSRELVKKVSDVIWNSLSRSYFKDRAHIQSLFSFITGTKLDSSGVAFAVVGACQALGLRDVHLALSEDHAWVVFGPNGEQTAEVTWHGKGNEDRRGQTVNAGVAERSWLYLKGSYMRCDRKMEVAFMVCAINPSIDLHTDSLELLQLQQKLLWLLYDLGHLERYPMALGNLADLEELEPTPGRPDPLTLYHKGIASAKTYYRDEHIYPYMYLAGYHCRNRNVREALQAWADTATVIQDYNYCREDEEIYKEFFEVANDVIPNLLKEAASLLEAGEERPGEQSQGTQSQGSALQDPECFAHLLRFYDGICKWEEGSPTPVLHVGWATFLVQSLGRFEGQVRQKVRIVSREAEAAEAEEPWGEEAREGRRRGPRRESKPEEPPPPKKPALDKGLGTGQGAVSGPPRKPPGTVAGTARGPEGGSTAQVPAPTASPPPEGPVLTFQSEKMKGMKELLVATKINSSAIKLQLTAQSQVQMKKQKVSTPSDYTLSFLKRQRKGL
* hit, by the source's call; ? = inconclusive; nt = no result given; [ ] = remark or other dose. Unless noted, calls follow the shape of the dose curve; as a rule, active = well fitted curve in the direction sought with a large enough effect; inconclusive = small, poorly fitted or top-dose-only effect, or another doubt; inactive = no such curve, though single readings can be large; an effect the other way counts as inactive or inconclusive. A portion of the library, so the mix of outcomes need not match the whole.

smiles,TSHR antagonist,USP2a inh,KCNH2 WT inh,GALK inhibitor,Eya2 inh,ASM inhibitor,PKM2 activator,Mito fusion act,BCR signal inh,MBNL1 CUG block,Menin MLL FP TR
Cc1ccc(NC(=O)c2cc(S(=O)(=O)N3CCCCC3)cs2)cc1,-9,2%,4,-2%,-14%,-7%,-1%,8%,?,?,0%
O=C(COC(=O)c1cnccn1)c1ccc(Cl)cc1,14,-1%,-3,10%,-13%,1%,nt,3%,-5%,7%,5%
CN(C)S(=O)(=O)c1ccc(C(=O)N2CCOCC2)cc1,-11,4%,-2,-1%,-1%,1%,7%,1%,5%,-6%,11%
O=C(CSc1nc(N2CCCCC2)nc(N2CCCCC2)n1)c1ccccc1,-2,2%,-2,1%,-33%,-3%,-4%,-5%,-12%,-2%,4%
Cc1ccc(C(=O)N2NC(c3ccc(F)cc3)C3C(=O)N(c4ccc(C)cc4)C(=O)C32)cc1 (stereo not drawn),7,0%,-6,nt,-3%,-16%,1%,-6%,0%,12%,-4%
Cc1ccc2nc(-c3ccccn3)c(Nc3ccccc3C)n2c1,-8,-14%,-3,0%,-3%,-2%,6%,-5%,-3%,23%,-25%
CC1(C)C(c2cccs2)=[N+]([O-])C2(CCCCC/C2=N\NC(N)=S)N1O (stereo not drawn),25,-3%,6,2%,-28%,1%,-12%,-2%,13%,1%,-2%
COc1ccc(C2C(C(=O)c3cccs3)=C(O)C(=O)N2c2nncs2)cc1 (stereo not drawn),7,6%,-14,-3%,22%,1%,0%,2%,?,?,7%
Nc1nnc(-c2cc3ccccc3oc2=O)s1,2,1%,-7,0%,-6%,193%[activator],14%,-2%,?,?,-7%
CC(C)OCCCNC(=O)C(NS(=O)(=O)c1ccc2c(c1)c(=O)n(C)c(=O)n2C)c1ccccc1 (stereo not drawn),9,-1%,nt,1%,12%,nt,-7%,0%,1%,0%,?
O=C(NCc1ccc(Cl)cc1)c1ccc(Br)o1,9,0%,-9,1%,8%,3%,0%,-1%,-2%,0%,22%[94.6 µM]
CC(C)(C)C(=O)N(CCN(C(=O)C(C)(C)C)c1ccccc1)c1ccccc1,9,0%,-8,3%,8%,-3%,-1%,3%,-3%,-4%,?

3 of the entries above in order of their number in ASM inhibitor, falling:
| canonical_smiles | TSHR antagonist | USP2a inh | GALK inhibitor | Eya2 inh | ASM inhibitor | PKM2 activator | Mito fusion act | BCR signal inh | Menin MLL FP TR |
| --- | --- | --- | --- | --- | --- | --- | --- | --- | --- |
| Cc1ccc2nc(-c3ccccn3)c(Nc3ccccc3C)n2c1 | -8 | -14% | 0% | -3% | -2% | 6% | -5% | -3% | -25% |
| CC(C)(C)C(=O)N(CCN(C(=O)C(C)(C)C)c1ccccc1)c1ccccc1 | 9 | 0% | 3% | 8% | -3% | -1% | 3% | -3% | ? |
| Cc1ccc(C(=O)N2NC(c3ccc(F)cc3)C3C(=O)N(c4ccc(C)cc4)C(=O)C32)cc1 (stereo not drawn) | 7 | 0% | nt | -3% | -16% | 1% | -6% | 0% | -4% |

Further structures.
smiles,TSHR antagonist,USP2a inh,KCNH2 WT inh,GALK inhibitor,Eya2 inh,ASM inhibitor,PKM2 activator,Mito fusion act,BCR signal inh,MBNL1 CUG block,Menin MLL FP TR
O=C1C(=C(c2ccccc2)c2ccccc2)Nc2ccccc21,48,0%,8,-2%,6%,?,4%,25%,?,?,?
CCc1c(C)nc(SCC(=O)N2CC(C)OC(C)C2)[nH]c1=O (stereo not drawn),5,0%,9,nt,22%,-3%,nt,0%,5%,nt,nt
Cn1c2c(c(=O)n(C)c1=O)C(CC(=O)Nc1ccc(F)cc1)C(=O)N2 (stereo not drawn),0,-4%,3,0%,9%,0%,-1%,-23%,?,-15%,-4%
C=CCn1c(NC(=O)c2ccc(C)cc2)c(C#N)sc1=N,-13,-1%,-14,3%,-10%,29%,-3%,1%,?,7%,?
COC(=O)c1ccc(-c2noc(CN3CCCCC3c3nccn3C)n2)cc1 (stereo not drawn),-11,3%,-11,2%,-16%,5%,8%,-4%,-16%,-5%,-24%
CSc1nsc(SC)c1NC(=O)OCc1ccccc1,-24,2%,-6,-4%,-6%,-2%,0%,-3%,6%,-19%,-2%
O=C(COC(=O)Cc1ccccc1F)Nc1ccc2[nH]c(=O)[nH]c2c1,5,3%,3,nt,2%,5%,nt,-3%,2%,nt,nt
O=C(COc1ccc(Cl)cc1)N1CCN(c2ccc([N+](=O)[O-])c(N3CCOCC3)c2)CC1,-7,1%,14,1%,2%,?,1%,22%,7%,nt,1%
Cc1cc(C)c(OCCCCCNCCO)c(C)c1,17,-2%,2,0%,5%,7%,-1%,-1%,6%,-7%,1%
COc1ccc(CCN2C(=O)C3C4C=CC(C3C2=O)C2C(=O)N(CCc3ccc(OC)c(OC)c3)C(=O)C42)cc1OC (stereo not drawn),-28,0%,-13,1%,-19%,0%,12%,1%,-11%,-6%,-12%
CCOC(=O)C1=C(c2ccccc2)OC(N)=C(C#N)C1C(C)C (stereo not drawn),16,0%,6,6%,-10%,0%,-2%,0%,-1%,-10%,3%
O=C(CSc1n[nH]c(-c2ccco2)n1)Nc1ccccc1Cl,-6,0%,5,-3%,4%,-6%,nt,3%,-5%,1%,10%
O=C(Nc1nncs1)c1ccc(N2C(=O)C3C4C=CC(C4)C3C2=O)cc1 (stereo not drawn),-5,1%,1,1%,5%,-2%,-2%,-4%,4%,-2%,19%
c1ccc(CSc2nnc(-c3ccncc3)o2)cc1,-1,2%,13,0%,0%,-1%,-11%,6%,3%,-4%,-10%
CSC1=C(C#N)C(c2cccc(Br)c2)CC(=O)N1 (stereo not drawn),-21,-1%,7,-2%,7%,1%,1%,7%,7%,3%,19%
C/C(O)=c1/ccc2cccc3nc(C)nc1c23,23,28%,-7,1%,-19%,174%[activator],7%,0%,0%,?,-17%
Cc1cccc(Cc2nnc(NC(=O)c3cccc(S(=O)(=O)N4CCOCC4)c3)s2)c1,0,2%,-7,0%,23%,0%,-11%,5%,5%,-9%,25%
Cn1ccc(C(=O)NC(=S)N2CCSCC2)n1,27,2%,-5,nt,-4%,-1%,-1%,-3%,?,3%,nt
COCC1CCN(Cc2nc(-c3ccc4c(c3)OCO4)no2)C1 (stereo not drawn),-2,0%,18,-1%,-10%,-2%,3%,2%,?,-10%,-12%
